# Compound activity deposited in PubChem by several laboratories.
# PP1 counter: blocks human PP1-alpha phosphatase, a PP5 counter-screen; purified PP1alpha, OMFP fluorescence; inhibition, % at 6.7 µM; actives 0.9% (n = 320,000); AID 2235;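 active = inhibition above the mean inhibition of all tested compounds plus 3 SD, computed separately for each screening campaign, cut at about 15% in these data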
# Target sequence (P62136 whole entry, looked up): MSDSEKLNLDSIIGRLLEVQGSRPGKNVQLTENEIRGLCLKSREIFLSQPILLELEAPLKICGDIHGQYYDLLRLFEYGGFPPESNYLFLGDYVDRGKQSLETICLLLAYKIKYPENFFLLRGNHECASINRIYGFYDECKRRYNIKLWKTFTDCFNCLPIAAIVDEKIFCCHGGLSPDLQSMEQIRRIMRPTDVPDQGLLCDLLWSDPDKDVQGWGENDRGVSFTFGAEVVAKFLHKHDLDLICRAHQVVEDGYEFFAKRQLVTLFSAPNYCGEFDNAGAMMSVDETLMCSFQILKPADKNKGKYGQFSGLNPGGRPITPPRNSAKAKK
# Efflux pump mplx: inhibitors of Candida antifungal efflux pumps expressed in yeast; actives 0.44% (n = 330,000); inhibition, % at 10 µM; S. cerevisiae Candida pump triplex, Nile Red efflux;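 active = plate passing quality check with inhibition over a set limit, or well fluorescence over plate mean plus 4 SD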;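 note: Nile Red retained in pooled yeast measured as flow cytometry median fluorescence; 0% = buffer negative control and 100% = Enniatin B positive control; higher means more Nile Red kept so more efflux inhibition; some compounds called inactive have numbers as strong as hits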
# EBNA-1 inhibitor: blocks EBNA-1 binding to DNA; EBNA-1 DNA binding, fluorescence polarization; inhibition, % at 14.8 µM; actives 0.34% (n = 300,000); AID 1950; in the data active = inhibition above about 28%
# PREPL inhibitor: inhibitors of human prolyl oligopeptidase-like enzyme PREPL; AID 2751; Q4J6C6; actives 0.68% (n = 320,000); recombinant PREPL, fluorescence polarization activity-based probe; inhibition, % at 5.96 µM; in the data active = inhibition above about 43%;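 note: 0% = enzyme with DMSO and 100% = wells lacking enzyme; many of its hits are not listed in these tables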
# Fh CTSL1 inh: blocks F. hepatica cathepsin L1 in PFM18AAP counter-screen. inhibition, % at 5.96 µM. AID 1906. actives 0.49% (n = 300,000). recombinant F. hepatica cathepsin L1, Z-Leu-Arg-MCA fluorescence;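 active = inhibition above the mean of all tested compounds plus 3 SD, set per screening campaign, cut at about 17% in these data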;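 note: 0% = plate median of test compound wells and 100% = 1 µM Z-Phe-Ala-diazomethylketone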
# PP5 primary: inhibitors of human protein phosphatase 5 (PP5); P53041; purified PP5c, OMFP substrate fluorescence; inhibition, % at 6.7 µM; actives 0.18% (n = 320,000);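 active = inhibition above the campaign's mean inhibition across all tested compounds plus 3 SD, cut at about 9.5% in these data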;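 note: 0% = DMSO only and 100% = 100 µM cantharidin control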
# Target sequence (P53041 whole entry, looked up): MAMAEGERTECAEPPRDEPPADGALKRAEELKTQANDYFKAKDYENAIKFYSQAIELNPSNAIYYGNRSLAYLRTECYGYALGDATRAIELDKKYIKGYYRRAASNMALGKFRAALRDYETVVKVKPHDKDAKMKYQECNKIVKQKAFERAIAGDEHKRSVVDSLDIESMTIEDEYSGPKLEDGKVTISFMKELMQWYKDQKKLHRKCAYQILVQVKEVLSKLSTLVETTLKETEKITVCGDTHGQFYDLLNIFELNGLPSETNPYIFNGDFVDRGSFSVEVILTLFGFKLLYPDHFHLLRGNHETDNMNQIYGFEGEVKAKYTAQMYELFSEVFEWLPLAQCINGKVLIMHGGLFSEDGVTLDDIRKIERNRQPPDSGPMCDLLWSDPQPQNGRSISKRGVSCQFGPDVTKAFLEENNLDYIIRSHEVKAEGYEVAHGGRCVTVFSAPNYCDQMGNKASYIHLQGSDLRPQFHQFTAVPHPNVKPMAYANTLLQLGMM
# HCV core dimer: HCV core protein dimerization inhibition | TR-FRET GST/Flag-core106 dimerization, 1536-well | inhibition, % at 5 µM | actives 0.33% (n = 300,000);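 active = inhibition above the mean of all tested compounds plus 3 SD, set per screening campaign, cut at about 45% in these data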
#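 Assay system: tagged HCV core106 pair (GST and Flag); medium: KF-containing HEPES buffer, pH 7.45, DTT, CHAPS, BSA; also added: Eu donor and XL665 acceptor anti-tag antibodies; dosing: 5 µM single dose; timing: compound-protein-antibody incubation 4 h at 22.5 °C; signal: TR-FRET 671 and 617 nm emission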
# ZTA DNA inh: counter-screen for EBNA-1 inhibitors: inhibitors of Epstein-Barr virus ZTA | actives 0.15% (n = 320,000) | ZTA-DNA binding, fluorescence polarization | inhibition, % at 11 µM | AID 2234; in the data active = inhibition above about 33%
# Target sequence (P03206 whole entry, looked up): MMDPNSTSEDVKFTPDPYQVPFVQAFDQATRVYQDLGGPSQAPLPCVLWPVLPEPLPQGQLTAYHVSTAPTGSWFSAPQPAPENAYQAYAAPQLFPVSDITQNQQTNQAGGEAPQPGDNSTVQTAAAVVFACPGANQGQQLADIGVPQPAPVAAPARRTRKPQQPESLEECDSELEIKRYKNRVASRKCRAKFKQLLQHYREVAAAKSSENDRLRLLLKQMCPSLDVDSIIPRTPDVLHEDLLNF
# TPT1 inhibitor: inhibitors of Candida albicans tRNA 2'-phosphotransferase TPT1. AID 1962. actives 0.81% (n = 300,000). inhibition, % at 5 µM. recombinant caTPT1, FP RNA substrate dephosphorylation;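 active = inhibition above the mean of all tested compounds plus 3 SD, set per screening campaign, cut at about 24% in these data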;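 note: plate controls were DMSO alone for no effect and ferristatin control at 100 nM for full effect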
# Active calls of the source: *; . = no result given. An excerpt; rates above refer to the full screens.
SMILES,PP1 counter,Efflux pump mplx,EBNA-1 inhibitor,PREPL inhibitor,Fh CTSL1 inh,PP5 primary,HCV core dimer,ZTA DNA inh,TPT1 inhibitor
O=C(c1ccco1)N1CCCC(c2nc3c(nnn3Cc3c(Cl)cccc3Cl)c(=O)[nH]2)C1 (stereo not given),-1.0,0.0,0.2,0.3,-0.7,1.2,18.0,3.2,2.6
Cn1c(-c2cccc(OCc3ccccc3)c2)nc2c1c(=O)[nH]c(=O)n2Cc1ccccc1,-0.3,0.0,7.4,12.0,8.3,-1.8,4.8,-6.1,-4.0
COc1ccc(CC(=O)Nc2ccc(C(C)=O)cc2)cc1,-3.3,0.2,-5.8,-2.3,-4.6,-3.1,18.4,-3.5,2.1
COc1ccc(C(C)(C)C)cc1NC(=O)CCCn1c(=O)oc2ccccc21,1.1,-0.1,0.0,3.1,0.3,2.2,3.5,-9.7,-2.5
CN(Cc1cn(C)nc1-c1ccccc1F)Cc1nccn1C,-1.7,-0.1,0.8,7.8,-2.0,0.5,-3.0,-18.1,3.2
C=CCOc1ccc(C2C(C(=O)c3ccco3)=C(O)C(=O)N2CCCN(CC)CC)cc1 (stereo not given),0.0,-0.3,6.0,2.9,-4.3,-1.3,-1.0,-4.5,-1.7
N#Cc1cc2c(nc1SCC(=O)N1CCCCC1)CCCC2,-4.3,0.1,-4.6,-2.2,0.8,3.3,1.9,8.2,-4.2
O=C(COc1ccccc1)NC(=S)Nc1ccc2c3c(cccc13)CC2,3.0,-0.2,4.9,16.9,2.7,-2.5,4.7,6.8,-3.9
Cc1ccccc1N1CC(C(=O)Nc2nnc(SCCC3OCCO3)s2)CC1=O (stereo not given),-1.9,0.1,4.0,11.8,4.8,1.9,44.7,7.6,0.1
CCCCCCc1cc2cc(C(=O)Nc3ccc(OC)cc3)c(=O)oc2cc1O,3.0,0.0,0.0,2.9,0.8,0.7,1.6,-23.5,1.4
Cc1ccc(NS(=O)(=O)c2c(C)[nH]c(C)c2C(=O)N2CCCCC2)c(Br)c1,-1.1,0.1,-6.0,-1.3,-7.1,3.4,3.7,4.0,-1.6
COc1ccc(-c2ccc(-c3noc(-c4ccco4)n3)c(OC)n2)cc1,16.3*,0.2,7.4,-8.5,1.1,-0.8,6.0,9.1,16.1
CCN1CCN(C(=O)c2ccc(N3CC4CC(C3)c3cccc(=O)n3C4)c(NC(=O)c3cc(OC)cc(OC)c3)c2)CC1 (stereo not given),-6.1,0.0,-8.3,7.6,-4.2,3.4,9.8,-0.2,0.7
S=c1[nH]nc(-c2cc(-c3ccccc3)n[nH]2)n1/N=C/C(Br)=C/c1ccccc1,10.3,0.1,-0.7,6.7,-0.4,2.0,13.0,15.6,0.5
N#C/C(=C(/O)Cc1cccc2ccccc12)c1nc2ccccc2s1,-8.0,0.0,3.2,6.9,-2.5,0.2,5.8,0.9,-1.5
Cc1ccc(NC(=O)CNCC2CCCCC2)cc1S(=O)(=O)N(C)C,-2.7,0.1,-5.4,-0.7,-13.4,0.6,-2.5,3.1,-0.9
O=C(Oc1oc(-c2ccco2)nc1C=Nc1ccc(Cl)cc1)c1ccco1,-1.5,0.0,-3.2,3.2,14.9,0.0,-6.4,-22.4,0.7
COC(=O)CC/C(O)=C1\C(=O)CC(C)(C)CC1=Nc1ccccc1OC,-5.6,0.1,4.4,5.3,0.9,2.5,3.9,4.3,0.3
Cc1ccc(-n2nc(C(=O)NN)c(C)c(C#N)c2=O)cc1Cl,7.8,-0.2,-5.1,65.8*,-1.6,1.6,-0.9,-9.7,-1.2
CCC1CC(C(=O)Nc2ccccc2)C(=O)O1 (stereo not given),1.1,0.1,-0.3,6.7,-2.3,2.2,-3.4,17.4,-2.0
O=C(O)C1C2CCC(C2)C1C(=O)NCCCn1ccnc1 (stereo not given),-1.4,-0.1,0.4,16.8,4.1,-0.7,-2.1,-12.7,-4.8
OC(COc1ccc(F)cc1Cl)CN1CCc2ccccc2C1 (stereo not given),2.2,0.0,-0.3,3.8,-2.2,2.4,-3.3,-2.5,-3.2
COc1ccc(NC(=S)N2CCCCC2c2cccnc2)cc1 (stereo not given),-5.1,0.0,6.8,4.0,-1.4,0.0,-0.1,0.5,-0.9
Cc1c(S(=O)(=O)N2CCN(c3ccc(F)cc3)CC2)c(=O)n(C)c(=O)n1C,-4.0,0.5,-0.9,6.9,-0.8,-1.0,-3.3,2.6,1.7
Nc1nnc(CCCCCc2nnc(N)s2)s1,-0.7,-0.1,0.8,-1.0,-5.2,-0.1,-1.4,7.5,-2.1
O=C(Nc1cccc([N+](=O)[O-])c1)C1CC(=O)N(C2CCCCC2)C1 (stereo not given),1.4,-0.1,5.9,13.2,6.0,2.7,0.7,-2.2,-1.0
COc1ccccc1OCC(=O)N(Cc1nc(-c2ccccc2)no1)C1CCCCC1,3.2,0.1,2.6,14.2,6.7,1.6,10.3,-6.0,-1.4
CC(C)Cc1nc2c(nnn2Cc2ccccc2F)c(=O)[nH]1,-3.1,0.1,4.9,-6.5,-2.0,-0.7,1.0,14.8,0.2
Cc1ccc2c(c1)NC(=O)C(CC(=O)NCCCN1CCN(c3cc(C)ccc3C)CC1)O2 (stereo not given),0.8,-0.1,-3.1,4.2,3.6,-0.7,11.8,1.8,-0.3
O=C(Nc1ncnc2sc3c(c12)CCCCC3)c1ccc(F)cc1,2.7,-0.3,3.8,-12.6,2.6,1.8,-0.7,4.8,-1.9
CC(=O)OCc1c(-c2ccccc2)c2cc([N+](=O)[O-])ccc2n1C,-3.4,0.0,6.2,4.8,-8.6,2.3,3.4,7.7,-1.1
CCOC(=O)CC(=O)Nc1ccn[nH]1,-1.7,-0.1,10.9,-0.8,1.8,-1.3,0.5,15.7,0.0
Fc1ccc(NC2=NCCCCC2)cc1,-0.4,-0.2,-2.8,4.2,1.0,-1.9,-1.4,-6.6,-1.6
O=C(CN1C(=O)NC(Cc2ccccc2)C1=O)Nc1ccccc1OC(F)F (stereo not given),0.0,0.0,9.2,15.2,1.9,-0.9,-1.4,9.0,-0.5
O=C(Nc1ccccc1F)Nc1cc(Cl)ccc1-n1cncn1,-1.3,0.0,-5.0,-3.7,-2.9,5.2,-4.1,1.7,2.3
Cc1cnc(NC(=O)c2ccc3c(c2)C(=O)N(Cc2ccco2)C3=O)s1,1.5,0.0,10.4,-5.2,1.8,-1.2,0.9,-15.4,1.2
Cc1ccc(-n2c(SCc3ccc(C#N)cc3)nnc2-c2ccccn2)cc1,3.7,0.0,7.7,18.8,-2.8,3.8,0.7,-21.1,-4.0
COC(=O)C1=NN(C(=O)c2cccc(Cl)c2)C(O)(C(C)(C)C)C1 (stereo not given),-0.1,-0.2,1.2,0.4,2.4,-0.5,-5.0,4.1,-2.0
CC(=O)NC(=S)Nc1ccccc1N1CCCCC1,-5.6,0.0,3.3,2.9,3.0,0.8,-0.2,-3.3,-0.3
COc1cc(NC(=O)C(Cc2ccccc2)n2cccc2)cc(OC)c1 (stereo not given),2.7,-0.1,-6.7,-17.7,1.2,6.3,0.9,-2.0,1.5
COc1cccc(NC(=O)CN(C)C(=O)c2cc(C3CC3)nn2-c2ccccc2)c1,0.2,-0.3,.,-12.2,.,2.8,.,-14.0,.
O=C(NCCN1CCN(c2ccccc2F)CC1)c1cccn2c(=O)c3ccccc3nc12,-2.1,0.1,7.4,-6.5,-2.3,1.4,12.0,-4.8,-0.6
O=C(CS(=O)(=O)Cc1ccccc1)NCc1ccco1,3.2,-0.1,4.2,-1.1,2.8,3.5,18.1,15.3,1.9
C=CCNC(=S)NN=C1CCCCCCC1,-0.8,-0.1,-3.2,3.0,-0.9,1.0,-0.6,13.2,0.9
COc1ccc(Cc2nc3ccc(C(=O)NC(C)c4cn(C)nc4C)cc3o2)cc1 (stereo not given),-7.8,0.1,10.5,-5.9,-0.1,3.1,-3.0,7.2,-1.6

# Record cards, as listed above:
# Record of `COc1cccc(NC(=O)CN(C)C(=O)c2cc(C3CC3)nn2-c2ccccc2)c1` → PP1 counter: 0.2; Efflux pump mplx: -0.3; EBNA-1 inhibitor: .; PREPL inhibitor: -12.2; Fh CTSL1 inh: .; PP5 primary: 2.8; HCV core dimer: .; ZTA DNA inh: -14.0; TPT1 inhibitor: .
# Record of `O=C(CS(=O)(=O)Cc1ccccc1)NCc1ccco1` → PP1 counter: 3.2; Efflux pump mplx: -0.1; EBNA-1 inhibitor: 4.2; PREPL inhibitor: -1.1; Fh CTSL1 inh: 2.8; PP5 primary: 3.5; HCV core dimer: 18.1; ZTA DNA inh: 15.3; TPT1 inhibitor: 1.9

# Carrying on.
SMILES,PP1 counter,Efflux pump mplx,EBNA-1 inhibitor,PREPL inhibitor,Fh CTSL1 inh,PP5 primary,HCV core dimer,ZTA DNA inh,TPT1 inhibitor
CCC(C)n1c(SCC(=O)/C(C#N)=C(\C)N)nc2ccccc2c1=O (stereo not given),-1.2,0.2,21.6,-4.2,-3.3,1.7,7.4,-1.1,-4.2
CC(C)CC(=O)Nc1ccccc1N1CCN(c2ccccc2)CC1,-2.5,0.0,6.1,11.1,5.3,2.4,1.4,10.6,-4.6
O=C(/C=C\Nc1ccc2c(c1)OCO2)c1ccc2c(c1)OCO2,-1.8,0.0,1.9,6.1,3.3,0.6,15.4,11.5,24.0
CCn1c(SCC(=O)Nc2ccc3c(c2)OCO3)nnc1-c1ccccc1O,0.8,0.0,-5.6,-1.8,-5.9,3.2,1.1,0.3,0.9
CCOC(=O)N1CCN(C(=S)NC(=O)c2ccc(F)c(F)c2)CC1,-1.1,1.6*,0.5,11.8,0.1,0.1,-4.1,-18.6,-2.8
O=C(c1ccccc1)N1CCN(S(=O)(=O)N2CCCCCC2)CC1,3.0,-0.2,-24.8,9.6,-7.2,-4.3,-3.5,6.2,0.2
Cc1[nH]c2ccc(C(=O)NC3CCCC3)cc2c1C,-3.8,0.2,.,2.3,.,2.7,.,-2.5,.
CCOC(=O)/C(C#N)=C/c1ccc(N2CCCCC2)cc1,-3.3,0.0,2.1,0.4,3.2,4.7,6.9,-9.0,115.8*
COc1ccc(C(=O)NCc2nc(C)c(C)s2)cc1OC1CCN(C(C)C)CC1,-2.9,0.7,5.9,-2.3,-0.6,-0.7,-2.0,-9.6,-0.2
CCOc1ccc(OCC)c(NC(=O)CCn2c(=O)oc3ccccc32)c1,-0.4,0.0,9.7,-0.2,2.3,-0.4,-2.4,5.2,-5.5
CCOc1cc(/C=C\c2nc(O)c([N+](=O)[O-])c(=O)[nH]2)ccc1OC(C)CC (stereo not given),-0.1,-0.1,4.5,4.0,7.4,0.6,14.7,3.5,-0.8
CCCCN1C2=NC(c3ccccc3)CN2c2ccccc21 (stereo not given),-4.8,0.0,-6.1,1.3,-1.2,1.8,-1.7,2.0,0.8
CC(NC(=O)C(=O)N/N=C/c1ccccc1)c1ccccc1 (stereo not given),-1.9,0.0,-3.9,1.6,-0.6,-0.4,0.9,9.8,0.3
CC(C)(C)C1CCc2sc(-c3nnc(CCl)o3)cc2C1 (stereo not given),-1.0,-0.1,-3.5,-9.4,12.6,1.4,7.4,-8.5,0.4
O=C(CSc1nc2c(sc3ccccc32)c(=O)n1-c1ccccc1)NCc1ccco1,8.1,-0.3,-13.0,-1.0,-1.4,6.3,13.0,-10.8,2.8
COCCN(Cc1nc(C2(c3ccc(C)cc3)CCCC2)no1)C(C)C,-3.6,0.1,-3.3,-2.6,1.5,1.6,0.5,5.2,1.3
C/C=C/c1ccc(OCCOCCNCc2ccccc2)c(OC)c1,0.6,-0.1,-1.4,4.7,-8.3,0.7,-1.9,13.2,0.6
